Screens (PubChem BioAssay)
NR1D1 modulator – Rev-erb alpha (human) modulation. P20393. Rev-erbα–FITC-DNA binding, fluorescence polarization, 90 min. activity, % at 10 µM. 370,000 tested, 0.79% active. AID 1259318;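 active = activity above about 14%, limit read from the data; passing the limit was not always enough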;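 also: 0% = DMSO wells with 35 nM protein and 100% = DMSO wells with 750 nM protein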
ABHD4 inh – inhibits mouse alpha/beta hydrolase domain 4 | purified mABHD4, FP-Rh probe fluorescence polarization | 370,000 tested, 0.54% active | Q8VD66 | AID 720543 | inhibition, % at 8.92 µM;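 active = inhibition exceeding the mean over every tested compound plus 3 SD, cut at about 30% in these data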;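 also: 0% = plate median of compound wells and 100% = S159A mutant with DMSO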
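Assay system: wild-type mouse ABHD4 protein; compound: single nominal dose of 8.92 µM, 0.89% DMSO final; schedule: 45 min + 60 min at 25 °C; measured by: FP readout, ex 525 nm / em 598 nm; evaluation: % inhibition of FP-Rh probe binding versus controls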
SIAE primary – blocks human sialic acid acetylesterase; 370,000 tested, 0.69% active; inhibition, % at 9.66 µM; SIAE FP-Rh probe binding, fluorescence polarization; Q9HAT2;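 active = inhibition above a cutoff: mean of compounds within the control limits plus 3 SD of those, cut at about 17% in these data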;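 also: 0% = plate median of compound wells and 100% = probe without SIAE protein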
Target sequence (Q9HAT2 whole entry, looked up): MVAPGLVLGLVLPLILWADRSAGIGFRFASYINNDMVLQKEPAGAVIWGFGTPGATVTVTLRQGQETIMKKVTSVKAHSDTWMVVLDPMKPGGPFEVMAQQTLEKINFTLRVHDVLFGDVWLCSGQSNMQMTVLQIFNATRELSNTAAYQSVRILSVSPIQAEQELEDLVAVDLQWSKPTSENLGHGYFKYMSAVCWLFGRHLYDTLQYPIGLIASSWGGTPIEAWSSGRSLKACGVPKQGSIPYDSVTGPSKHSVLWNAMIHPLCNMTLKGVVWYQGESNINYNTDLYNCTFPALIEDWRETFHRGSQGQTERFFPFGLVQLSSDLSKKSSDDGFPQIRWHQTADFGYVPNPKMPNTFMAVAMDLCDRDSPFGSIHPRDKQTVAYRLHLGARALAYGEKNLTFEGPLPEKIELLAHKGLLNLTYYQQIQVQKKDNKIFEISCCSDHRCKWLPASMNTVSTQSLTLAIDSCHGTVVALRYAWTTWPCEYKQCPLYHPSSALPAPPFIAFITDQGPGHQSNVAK
PG9 Ab binder – binds the HIV-1 gp120 antibody PG9; TR-FRET gp120-PG9 antibody binding; inhibition, % at 6.7 µM; 360,000 tested, 0.43% active; in the data active = inhibition above about 8.5%
TDP2 inh – blocks human TDP2 phosphodiesterase activity; AID 720702; inhibition, % at 12.8 µM; 370,000 tested, 0.34% active; recombinant TDP2, T5PNP hydrolysis, p-nitrophenol absorbance 415 nm;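 active = inhibition above the mean of all tested compounds plus 3 SD, set per campaign, cut at about 25% in these data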;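 also: 0% = DMSO with enzyme and 100% = buffer with substrate but no TDP2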
Target sequence (O95551 whole entry, looked up): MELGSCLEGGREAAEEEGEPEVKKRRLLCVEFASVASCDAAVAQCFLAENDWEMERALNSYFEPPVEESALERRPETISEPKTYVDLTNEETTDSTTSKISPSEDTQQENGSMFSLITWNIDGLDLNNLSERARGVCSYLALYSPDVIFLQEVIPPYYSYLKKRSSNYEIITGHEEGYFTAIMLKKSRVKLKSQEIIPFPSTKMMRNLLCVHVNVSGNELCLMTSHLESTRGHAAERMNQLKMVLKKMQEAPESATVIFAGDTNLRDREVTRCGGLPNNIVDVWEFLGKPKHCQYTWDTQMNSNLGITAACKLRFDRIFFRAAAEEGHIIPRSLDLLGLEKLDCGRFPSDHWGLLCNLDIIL
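Material: recombinant human TDP2; quantity: TDP2 enzyme at 120 nM final; medium: Tris-HCl pH 7.5 with MgCl2; compound: single concentration, 12.8 µM nominal, with 1% DMSO; incubation: 2 h enzyme incubation at 37 °C; signal: epi absorbance; measure: percent inhibition; benchmarks: high control without enzyme, low control DMSO plus TDP2; repeats: singlicate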
rCAG binder – r(CAG) repeat RNA binding; TO-PRO-1 dye displacement fluorescence; inhibition, % at 3 µM; AID 651821; 370,000 tested, 1.3% active;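 active = inhibition above the plate cutoff, the mean of all test compounds on that plate plus 3 SD, cut at about 35% in these data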;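 also: 0% = DMSO alone and 100% = 100 µM mitoxantrone as full dye displacement; higher means more dye released from RNA so lower well fluorescence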
HTRA1 inh – inhibitors of human serine peptidase HTRA1; Q92743; 340,000 tested, 0.5% active; inhibition, % at 5.96 µM; recombinant HTRA1, FP-rhodamine activity-based probe, fluorescence polarization; in the data active = inhibition above about 36%;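 also: 0% = enzyme with DMSO and 100% = wells lacking enzyme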
LEDGF integ inh – blocks HIV-1 LEDGF/p75-dependent DNA integration; inhibition, % at 3.7 µM; AID 743269; TR-FRET IN-LEDGF/p75 DNA integration, Eu/Cy5; 370,000 tested, 0.64% active;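 active = inhibition above the screen-wide mean plus 3 SD, cut at about 13% in these data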;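 also: signal is the Cy5 over europium emission ratio at 671 and 618 nm; 0% = plate median of compound wells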
PRMT1 FP inh – inhibitors of human PRMT1; recombinant PRMT1, activity-based probe fluorescence polarization; inhibition, % at 2.79 µM; 370,000 tested, 1.3% active;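 active = inhibition above about 21% made by adding two undisclosed values, limit read from the data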
TCR CD3 inh – blocks the human TCR-CD3 interaction; TAMRA-labeled TCR probe fluorescence, biochemical; inhibition, % at 9.4 µM; 360,000 tested, 0.37% active; AID 651800; in the data active = inhibition above about 19%;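 also: recombinant mutant TCR 2C K166C tagged with TAMRA read by polarization; 0% = receptor in buffer alone and 100% = receptor with positive control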
An asterisk follows results filed as active; nt = not tested or not shown. An excerpt; rates above refer to the full screens.

canonical_smiles,NR1D1 modulator,ABHD4 inh,SIAE primary,PG9 Ab binder,TDP2 inh,rCAG binder,HTRA1 inh,LEDGF integ inh,PRMT1 FP inh,TCR CD3 inh
N#Cc1c(-c2ccc3c(c2)OCO3)csc1N,-2,-1,3,0.7,0,6,0,6,5,-5
Cc1ccc(O)c(NC(=O)C2=CC(c3ccco3)=NS(=O)(=O)N2C)c1,2,6,4,-3.8,-3,6,-4,-1,97*,4
O=C1NC(=S)S/C1=C\c1coc2ccc(O)cc2c1=O,-5,-8,-42,0.2,-8,5,-5,1,0,-1
COc1ccc(OC)c(S(=O)(=O)Nc2ccccc2C(F)(F)F)c1,-3,9,-2,-1.9,-6,0,-1,0,-1,7
O=C(Cc1c(F)cccc1Cl)N1CCN(S(=O)(=O)c2cccs2)CC1,-6,5,6,0.0,-2,-2,-1,2,5,2
COC(=O)C1C/C(=N\NS(=O)(=O)c2ccc(C)cc2)c2sccc2C1 (stereo unspecified),2,7,15,-1.4,11,6,-4,0,0,5
COCC(=O)Nc1nnc(SCC(=O)N2C(C)CCCC2C)s1 (stereo unspecified),-2,-2,2,-0.6,-25,1,-2,-5,0,-2
O=C(OCc1cn(Cc2ccccc2C(F)(F)F)nn1)N1CCOCC1,6,3,-2,nt,5,0,nt,2,-4,nt
Cc1ccccc1Nc1c([N+](=O)[O-])cncc1[N+](=O)[O-],3,-2,-3,-1.6,-22,4,-8,8,-3,-15
CN1CCN(NC(=O)C2CC2)CC1,4,-2,5,-0.2,5,-2,4,-1,0,5
Fc1ccc(CSc2ncnc3ccccc23)cc1,1,-4,-1,-0.5,20,-2,-5,2,2,9
Cc1cc2c(c(=O)o1)[C@@]1(C(=O)N(C)c3cccc(Br)c31)C1=C(CCCC1=O)O2,6,-8,0,0.2,0,0,nt,0,1,-2
CC(=O)Nc1ccc(OCC(O)Cn2cnc3ccccc32)cc1 (stereo unspecified),-3,-1,3,-2.0,6,1,2,-3,1,1
O=C1NC2c3ccccc3C(=O)N2c2c1cnn2-c1ccccc1 (stereo unspecified),2,-8,-1,-1.1,-11,3,6,-7,4,-5
COc1ccc(N2CCN(C(=O)c3ccc(S(=O)(=O)N4CCCCCC4)cc3)CC2)cc1,0,5,10,-0.5,10,-2,-1,-1,-2,14
O=C(c1cccc([N+](=O)[O-])c1)c1ccc2c(c1)C(=O)NC2=O,4,1,8,-0.4,10,2,nt,-5,1,0
COc1ccc(C(NC(=O)C2CCCCC2)c2c(O)ccc3ccccc23)cc1 (stereo unspecified),-4,-47,-6,-3.2,6,11,-44,-1,0,1
O=c1oc2ccc3ccccc3c2cc1-c1nc2ccccc2o1,-12,14,-8,-3.4,12,17,2,4,9,7
CCN(c1ccccc1)S(=O)(=O)c1ccc(C(=O)N(CCCN(C)C)c2nc3c(C)cccc3s2)cc1,-3,10,-2,0.0,-15,-3,-17,0,4,-3
O=S(=O)(c1ccc(F)cc1)c1nc(-c2ccco2)oc1Nc1ccccc1,-3,-9,1,0.7,8,-2,-33,5,0,3
CCN(CC)CCOc1c(Br)ccc2c1sc1nc3n(c(=O)c12)CCC3,-10,1,1,1.4,-4,-3,-1,0,-4,-1
O=C(Nc1c(Cl)ccc2nsnc12)c1ccc(Br)o1,8,2,4,0.3,7,6,-1,3,4,7
c1csc(Cc2nc(-c3ccc(-n4cccc4)cc3)no2)c1,-5,-14,0,1.0,-10,9,-27,0,11,0
O=C(Cc1cn2ccsc2n1)NCc1ccccc1,-3,5,-2,0.5,1,0,-1,1,0,-8
CC(CNC(=O)c1ccc(C#N)cc1)NC(=O)c1ccc(C#N)cc1 (stereo unspecified),-5,-6,-3,-3.4,1,-3,-6,3,-5,1
Cc1ccc(-c2nn(Cc3ccccc3)cc2/C=C/C(=O)O)cc1,2,9,-2,-0.7,4,3,-4,-2,1,-3
CCCCC1CCC(C(=O)N(C)CC(=O)Nc2cccc(OC)c2)CC1 (stereo unspecified),7,-4,-10,0.7,-12,-5,-26,-1,3,-5
CC(=O)N1CCN(C(=O)COC(=O)COc2c(C)cc(C)cc2C)CC1,-7,7,1,-0.1,13,1,2,0,-2,-4
O=C(NCCn1c(-c2ccncc2)nc2ccccc21)[C@H]1CCCN1c1nc(CN2CCCCC2)cs1,5,3,5,-1.6,-4,-4,2,1,-4,-4
CCOC(=O)c1csc(N)c1-c1ccc([N+](=O)[O-])cc1,0,7,0,0.4,5,2,2,0,12,-9
COCCNC(=S)NC1CC2CCCC(C1)N2Cc1ccco1 (stereo unspecified),1,1,1,-0.4,-10,-3,-5,-5,-5,1
COc1ccc(-n2nc3c(c2NC(=O)c2ccc(S(=O)(=O)N4CCOCC4)cc2)CS(=O)(=O)C3)cc1,1,0,13,-0.3,4,4,-2,3,-3,2
Cc1[nH]c2ccccc2c1Cc1nnc(SCCC#N)o1,2,-2,6,-0.3,6,-4,0,-2,-2,6
O=C(c1ccccc1)c1coc(-c2ccccc2)c1,1,-3,-2,-0.2,10,1,-10,4,3,10
CCN1C[C@@H]2[C@@H]3C(=O)N(Cc4ccccc4)C(=O)[C@@H]3[C@](C)(C1=O)N2C(=O)c1ccc(Cl)c(Cl)c1,5,-4,-4,0.8,7,-6,-4,-1,0,-2
O=S(=O)(NCCc1ccccc1)c1ccc(F)cc1,-7,-7,-2,1.4,1,0,2,-2,1,0
CC(C)(C)C(=O)OCCn1c(=O)c2cc3c(=O)n(CCOC(=O)C(C)(C)C)c(=O)c3cc2c1=O,-6,-2,-4,0.2,9,-2,10,1,-2,0
Cc1ccc(C)c(S(=O)(=O)N2CCCCC2CCNC(=O)C(=O)NCc2ccncc2)c1 (stereo unspecified),-3,-9,-2,-1.8,-18,-4,-13,3,-5,2
CCOc1ccc(C(=O)NC(C(=O)NCCc2ccc(S(N)(=O)=O)cc2)C(C)C)cc1 (stereo unspecified),-4,-3,0,-1.8,12,3,-4,2,-3,2
O=c1c(-c2ccccc2)c(O)nc(SCCN2CCOCC2)n1-c1ccccc1,0,2,-3,-0.6,8,1,1,1,7,1
Nc1nc(-c2ccccc2)c(N=Nc2ccc(Cl)cc2)s1,22,3,3,-0.7,0,10,12,-1,6,-3
COC(=O)CCCn1nc(NC(=O)c2ccco2)cc1C,1,-11,-6,1.0,-10,-1,1,-3,11,-6
O=C(NC1CCCC1)C(c1ccncc1)N(CC1CCCO1)C(=O)Cn1nnc(-c2cccs2)n1 (stereo unspecified),10,-5,9,-1.7,7,-3,4,-1,-3,3
CC1=NN(c2ccc(Cl)c(C(=O)O)c2)C(=O)/C1=C\c1ccc(-c2ccc(C(=O)O)cc2)o1,-10,2,-3,-4.0,-7,8,-2,-1,4,7
CCCS(=O)(=O)NC(=O)C1(C)CCN(C(=O)c2ccccc2OC(C)=O)C1 (stereo unspecified),1,-11,-5,-1.6,-13,1,nt,-1,7,-1
FCCCOc1ccc(-c2nccc(-c3ccccn3)n2)cc1,0,-1,-6,-1.1,-1,-4,-23,-4,1,-3
Cn1c(/N=C/c2c(O)ccc3ccccc23)nc2ccccc21,1,31*,7,0.0,11,12,29,7,10,2
COc1cccc(/C=N/NC(=O)NC2CCCCC2)c1O,2,3,5,-1.0,-25,0,18,1,-1,-7
CN(C)/C=C(/C(=O)c1ccccc1)n1cncn1,-1,0,1,-0.2,-15,0,-3,6,-3,1
O=C1Nc2ccccc2C12OCC1(CO2)COC2(OC1)C(=O)Nc1ccccc12 (stereo unspecified),-1,-8,-2,-1.8,-10,1,-20,0,1,8
CC(C)C(=O)NCCCc1ccccc1,-3,-4,-3,-0.4,0,1,5,1,0,1
Cc1cccc(-n2cc(CNCCc3nc(C)cc(C)n3)c(-c3cccc(F)c3)n2)c1,-13,-8,3,-0.4,-8,-2,-59,6,-2,6
Cn1c(C(=O)NCC2CCCO2)cc2c(=O)n3ccccc3nc21 (stereo unspecified),-4,5,0,3.2,4,-2,6,1,3,2
Cc1ccc(NC(=O)C2CC(=O)Nc3ncnn32)c(C)c1 (stereo unspecified),3,-1,-2,1.9,-2,0,0,-10,18,-3
COc1coc(C(O)CN)cc1=O (stereo unspecified),0,3,5,-0.2,-7,1,2,-1,0,4
CCn1c(=O)cc(SCC(=O)Nc2ccc(Cl)cc2)c2ccccc21,138*,6,6,0.3,-12,3,4,0,0,-5
O=c1c2ccccc2nc(SCCN2CCCCC2)n1CCc1ccccc1,-1,7,5,-0.4,4,-2,-4,-5,1,-4
O=C(c1ccc([N+](=O)[O-])s1)N1CCN(c2cccc(Cl)c2)CC1,9,-3,2,0.2,6,-1,7,3,-2,3
O=C(NCC(=O)N1CCCCCCC1)c1ccccc1Cl,1,4,4,0.7,6,2,0,1,0,3
C=CCOc1ccc(C2C(C(=O)c3ccco3)=C(O)C(=O)N2CCCN(CC)CC)cc1 (stereo unspecified),-1,-2,5,1.0,-1,3,-4,4,7,-3

(continued)
canonical_smiles,NR1D1 modulator,ABHD4 inh,SIAE primary,PG9 Ab binder,TDP2 inh,rCAG binder,HTRA1 inh,LEDGF integ inh,PRMT1 FP inh,TCR CD3 inh
O=C(c1cc2ccccc2oc1=O)N(Cc1ccccc1)Cc1ccc2c(c1)OCO2,-5,-8,-4,-0.6,-7,2,-37,-4,1,1
CC1CCCCN1C(=O)Cn1c(=O)n(-c2ccc(F)cc2)c(=O)c2sccc21 (stereo unspecified),-2,11,5,1.8,10,-1,-2,-3,2,2
CNC(=O)CCn1nc(-c2ccc(Cl)cc2)c2ccccc2c1=O,6,-2,-3,0.8,8,-1,1,-5,-4,0
c1ccc2c(c1)Nc1nccnc1S2,-5,7,6,-2.7,2,6,8,-2,49*,6
COc1ccc(N2CCN(C(=O)CSc3nc4cc(OC)c(OC)cc4cc3C#N)CC2)cc1,-6,-11,-3,-3.0,-8,16,0,3,8,8
NC(=O)c1ccccc1NC(=O)c1cc(S(=O)(=O)N2CCCCC2)ccc1N1CCOCC1,4,-6,-4,-0.2,-7,5,1,-7,4,-6
CC(c1cccnc1)N(CCN(C)C)C(=O)Nc1ccc(Cl)cc1 (stereo unspecified),0,6,-5,-0.4,2,-2,-5,-2,3,-1
C#CCN(C(=O)Nc1ccccc1)c1ccccc1,3,4,-2,1.1,3,-4,7,-7,1,-8

Sorted by number of heavy atoms (highest first): part of the list above
canonical_smiles,NR1D1 modulator,ABHD4 inh,SIAE primary,PG9 Ab binder,TDP2 inh,rCAG binder,HTRA1 inh,LEDGF integ inh,PRMT1 FP inh,TCR CD3 inh
O=C(c1cc2ccccc2oc1=O)N(Cc1ccccc1)Cc1ccc2c(c1)OCO2,-5,-8,-4,-0.6,-7,2,-37,-4,1,1
CC1CCCCN1C(=O)Cn1c(=O)n(-c2ccc(F)cc2)c(=O)c2sccc21 (stereo unspecified),-2,11,5,1.8,10,-1,-2,-3,2,2
C#CCN(C(=O)Nc1ccccc1)c1ccccc1,3,4,-2,1.1,3,-4,7,-7,1,-8
